High-throughput results from PubChem.
ST2 inh – inhibitors of human ST2 (IL1RL1) binding to IL-33 | AlphaLISA ST2-Fc/biotin-IL-33 interaction, 1 h | inhibition, % for hits at 17 µM | actives 2.3% (n = 78,000); in the data active means inhibition above about 30%; inconclusive means mostly about 10% to 28%
Target sequence (Q01638 whole entry, looked up): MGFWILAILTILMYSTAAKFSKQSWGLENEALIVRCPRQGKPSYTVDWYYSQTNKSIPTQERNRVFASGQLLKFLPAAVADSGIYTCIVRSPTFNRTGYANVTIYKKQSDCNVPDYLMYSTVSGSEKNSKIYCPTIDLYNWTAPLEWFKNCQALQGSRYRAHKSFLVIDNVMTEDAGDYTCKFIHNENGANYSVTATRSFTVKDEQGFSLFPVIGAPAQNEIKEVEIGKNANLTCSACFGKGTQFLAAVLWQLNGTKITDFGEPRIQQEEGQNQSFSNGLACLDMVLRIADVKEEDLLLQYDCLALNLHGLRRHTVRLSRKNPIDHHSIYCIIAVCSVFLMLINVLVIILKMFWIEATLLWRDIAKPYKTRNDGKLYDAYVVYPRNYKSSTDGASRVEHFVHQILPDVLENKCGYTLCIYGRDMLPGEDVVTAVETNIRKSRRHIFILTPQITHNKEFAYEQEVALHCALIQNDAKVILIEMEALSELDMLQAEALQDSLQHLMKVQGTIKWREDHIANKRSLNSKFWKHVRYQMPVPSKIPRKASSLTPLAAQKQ
Calls only; i = inactive; ? = inconclusive.

no.	canonical_smiles	ST2 inh
1	COc1ccc(-c2cc([C@H]3CN4CC[C@H]3C[C@@H]4CNS(=O)(=O)c3ccc(Cl)cc3)n(C)n2)cc1OC	?
2	CN1CCN(Cc2cccc(Cl)c2Cl)CC1	i
3	CN1CCN(Cc2cc3c(cc2[N+](=O)[O-])OCO3)CC1	i
4	COc1ccc(-c2cn(C[C@H]3C[C@@H]4CCN3C[C@@H]4C(=O)NC(C)C)nn2)cc1	i
5	CC(=O)Nc1ccc(-c2ccc(=O)n3c2[C@@H]2C[C@@H](CN(C(=O)c4cccs4)C2)C3)cc1	i
6	CCOc1ccc(NC(=O)CN2C(=O)C(C)N=C(c3ccccc3)c3ccccc32)cc1 (stereo not drawn)	i
7	CC(=O)c1ccc(NC(=O)NC[C@H]2C[C@@H]3CCN2C[C@@H]3CN2CCOCC2)cc1	i
8	O=[N+]([O-])c1ccc(O)c(CN2CCN(Cc3ccccc3)CC2)c1	?
9	CCn1ncc(C(=O)N2C[C@H]3CC[C@@H](C2)N3)c1C	?
10	COCCNC(=O)[C@H]1CN2CCC1C[C@@H]2Cn1cc(-c2ccc(OC)cc2)nn1 (stereo partly drawn)	i
11	COCc1cc(CNC(C)Cc2ccccc2F)n[nH]1 (stereo not drawn)	i
12	C=C[C@H]1CN2CC[C@H]1C[C@@H]2CNC(=O)c1ccc(-c2ccccc2)cc1	?

Entries from the list above containing a halogen (3):
no.	canonical_smiles	ST2 inh
1	COc1ccc(-c2cc([C@H]3CN4CC[C@H]3C[C@@H]4CNS(=O)(=O)c3ccc(Cl)cc3)n(C)n2)cc1OC	?
2	CN1CCN(Cc2cccc(Cl)c2Cl)CC1	i
11	COCc1cc(CNC(C)Cc2ccccc2F)n[nH]1 (stereo not drawn)	i

Other records follow:
no.	canonical_smiles	ST2 inh
13	O=C(O)CSCC(=O)N1C[C@@H]2C[C@H](C1)c1ccc(-c3cccc(C(F)(F)F)c3)c(=O)n1C2	i
14	COc1ccccc1NC(=O)N1C[C@@H]2C[C@H](C1)c1ccc(-c3ccc(Cl)cc3)c(=O)n1C2	i
15	Cc1ccc(CN2CCSc3ccc(C(=O)N4CCC5(CC4)OCCO5)cc32)cc1	i
16	CCN1CCN(Cc2ccc(Br)s2)CC1	i
17	CNCCc1ccc(O)c(O)c1	i
18	Nc1c2c(nc3ccccc13)CCCCC2	i
19	COc1ccccc1C(=O)N1C[C@@H]2C[C@H](C1)c1c(-c3ccccc3F)ccc(=O)n1C2	i
20	O=C(Nc1nccs1)[C@H]1CN2CCC1C[C@@H]2Cn1cc(CCO)nn1 (stereo partly drawn)	i
21	CN1CCN2CCN(C(=O)c3cccc(=O)[nH]3)CC2C1=O (stereo not drawn)	?
22	Cc1c(Cl)cccc1NC(=O)CN1C(=O)C(C)N=C(c2ccccc2)c2ccccc21 (stereo not drawn)	i
23	O=C1CN=C(c2ccccc2)c2oc3ccc(Br)cc3c2N1	i
24	O=C(COc1ccc(Cl)cc1)N1CCN(C2CCCCCC2)CC1	i

Later entries:
no.	canonical_smiles	ST2 inh
25	COc1cc(NC(=S)NC[C@H]2C[C@@H]3CCN2C[C@@H]3c2cc(-c3ccc(OC)c(OC)c3)nn2C)cc(OC)c1	i
26	COCC(=O)NC[C@H]1C[C@@H]2CCN1C[C@@H]2CN1CCc2ccccc2C1	i
27	COc1ccc(Br)cc1CN1CCN(c2ccccc2C)CC1	i
28	COc1cc2c(cc1OC)C(C(=O)N1CCC3(CC1)OCCO3)C(c1cccs1)N(C)C2=O (stereo not drawn)	i
29	CN(C)/C=C/c1c(C=O)c2cc([N+](=O)[O-])ccc2n1Cc1ccccc1	?
30	CSc1ccc(-c2ccc3n(c2=O)C[C@H]2C[C@@H]3CN(C(=O)Nc3cccc(F)c3)C2)cc1	i
31	N#Cc1cccc(-c2ccc(=O)n3c2[C@@H]2C[C@@H](CN(C(=O)NC4CCCCC4)C2)C3)c1	?
32	COCc1cc(C2SCC(=O)Nc3c2c(-c2ccccc2)nn3-c2ccccc2)ccc1OC (stereo not drawn)	i
33	O=C(c1cnc2cccnn12)N1C[C@H](c2ccccc2)[C@@H]2[C@H]1C1CCN2CC1	?
34	COc1cccc(N2CCN(Cc3ccccc3OC)CC2)c1	i
35	C=CCN(C)C[C@H]1CN2CC[C@H]1C[C@@H]2CNC(=O)c1ccc(C(F)(F)F)cc1	i
36	CCOc1ccccc1N1CCN(Cc2cc(F)ccc2F)CC1	?

Further structures
no.	canonical_smiles	ST2 inh
37	CN1CCN(C[C@H]2CN3CC[C@H]2C[C@@H]3CNC(=S)NCc2ccco2)CC1	i
38	COc1cccc(CN2CCN(c3cccc(C)c3C)CC2)c1	?
39	COc1ccc(CCNCc2cccc(Cl)c2)cc1OC	?
40	COc1cc(NC(=O)CN2C(=O)C(C)N=C(c3ccccc3)c3ccccc32)cc(OC)c1 (stereo not drawn)	i
41	CN(C)C(=O)C(c1ccccc1)c1ccccc1	?
42	Cc1nc(-c2ccc(F)cc2)cc([C@H]2CN3CC[C@H]2C[C@@H]3CN)n1	i
43	Cc1ccccc1N1CCN(Cc2cccc(Cl)c2)CC1	i
44	Nc1cc(N2CCNCC2)ccc1[N+](=O)[O-]	i
45	C=C[C@H]1CN2CC[C@H]1C[C@@H]2CNS(C)(=O)=O	i
46	NC(Cc1ccccc1)Cc1ccccc1	i
47	COc1ncc(C(=O)N2CCN3CCN(C)C(=O)C3C2)cn1 (stereo not drawn)	i
48	CN(C)C(=O)c1ccc(-c2cccc3c2CCNC3)nc1	i

New compounds follow
no.	canonical_smiles	ST2 inh
49	COc1ccccc1N1CCN(Cc2ccc(F)c(F)c2)CC1	i
50	O=c1c(NS(=O)(=O)c2cccs2)ccc2n1C[C@H]1C[C@@H]2CN(S(=O)(=O)c2ccccc2)C1	i
51	CN1C(=O)CCS(=O)(=O)C1c1ccc(Cl)cc1 (stereo not drawn)	i
52	CC1N=C(c2ccccc2)c2ccccc2N(CC(=O)Nc2cccc(Cl)c2)C1=O (stereo not drawn)	i
53	O=c1c(C2CCCCC2)ccc2n1C[C@H]1C[C@@H]2CN(S(=O)(=O)c2ccccc2)C1	i
54	Cc1ccc(S(=O)(=O)Nc2ccc3n(c2=O)C[C@H]2C[C@@H]3CN(c3ncccn3)C2)cc1	i
55	C=CCN1CCc2cccc3c2[C@H]1Cc1ccc(O)c(O)c1-3	i
56	O=C(Nc1ccc2n(c1=O)C[C@@H]1CNC[C@H]2C1)c1cnccn1	i
57	CN1C(=O)C(=Cc2cccn2-c2ccc([N+](=O)[O-])cc2)C(=O)N(C)C1=O	?
58	COc1ccc(-c2cc([C@H]3CN4CC[C@H]3C[C@@H]4CNC(=O)NC(C)C)n(C)n2)cc1OC	i
59	C#CC(C)(C)N1CC[C@@H](O)[C@@H]2CCC[C@@H]21	i
60	Cc1nc(CN2C[C@H](c3ccccc3)[C@@H]3[C@H]2C2CCN3CC2)co1	i

(more compounds)
no.	canonical_smiles	ST2 inh
61	Oc1ccc2c3c1O[C@H]1c4[nH]c5c(c4C[C@@]4(O)[C@@H](C2)N(CC2CC2)CC[C@]314)C[C@@]1(O)[C@H]2Cc3ccc(O)c4c3[C@@]1(CCN2CC1CC1)[C@H]5O4	?
62	CCc1cnc(N2CCC3(CCCNC3)C2)nc1 (stereo not drawn)	i
63	CCC(CC)c1cc([C@H]2CN3CC[C@H]2C[C@@H]3CNC(=O)C(C)(C)C)nc(-c2ccncc2)n1	i
64	C#C[C@H]1CN2CC[C@H]1C[C@@H]2CNC(=O)CC(C)(C)CC(=O)O	i
65	CCOc1ccccc1N1CCN(Cc2ccc(F)cc2F)CC1	i
66	CCCN(CCC)[C@@H]1CCc2cccc(O)c2C1	i
67	C=CCN(C1=NCCN1)c1c(Cl)cccc1Cl	?
68	[O-][n+]1onc2c1CCC1N(O)CCC21O (stereo not drawn)	i
69	N#CC1=C(N)Oc2c(c(=O)oc3ccccc23)C1CCc1ccccc1 (stereo not drawn)	i
70	COc1ccc(-c2cc([C@H]3CN4CC[C@H]3C[C@@H]4CNS(=O)(=O)c3ccc(NC(C)=O)cc3)n(C)n2)cc1	i
71	CCCNC(=O)OC[C@H]1C[C@@H]2CCN1C[C@@H]2c1cc(C2CCCC2)nn1C	i
72	COc1ccccc1N1CCN(C[C@H]2CN3CC[C@H]2C[C@@H]3CNC(=O)Nc2ccccc2)CC1	?

Remaining list, next part
no.	canonical_smiles	ST2 inh
73	CCCNC(=O)OC[C@H]1C[C@@H]2CCN1C[C@@H]2c1cc(-c2ccc(OC)cc2)nn1C	i
74	Cc1ccccc1N1C(=O)NC(=O)/C(=C\c2cc(Br)c(N3CCOCC3)o2)C1=O	i
75	Cc1cc(Br)ccc1OCC(=O)N1CCN(Cc2ccc3c(c2)OCO3)CC1	?
76	Oc1ccc(CN2CCN(Cc3ccccc3)CC2)cc1	i
77	CCN1CCN(Cc2cc(OC)c(OC)c(OC)c2)CC1	i
78	O=S(=O)(NC[C@H]1C[C@@H]2CCN1C[C@@H]2CN1CCc2ccccc2C1)c1cccs1	i
79	CCOC(=O)Cc1csc(NC(=O)c2cccn(Cc3c(F)cccc3Cl)c2=O)n1	i
80	CCOC(=O)c1nc2ccccc2c(=O)n1-c1cc(Cl)cc(Cl)c1	?
81	CCOc1ccc(CN2CCN(c3ccccc3C)CC2)cc1	i
82	O=[N+]([O-])c1ccc(N2CCN(Cc3cc(F)ccc3F)CC2)cc1	?
83	O=C(Nc1ccc(=O)n2c1[C@@H]1C[C@@H](CN(C(=O)c3ccc(F)cc3)C1)C2)c1cncnc1	i
84	CC(=O)O[C@H]1C(=O)[C@]2(C)C(O)C[C@H]3OC[C@@]3(OC(C)=O)[C@H]2[C@H](OC(=O)c2ccccc2)[C@]2(O)C[C@H](O)C(C)=C1C2(C)C (stereo partly drawn)	i

4 records drawn at random from the list so far, as already listed:
no.	canonical_smiles	ST2 inh
78	O=S(=O)(NC[C@H]1C[C@@H]2CCN1C[C@@H]2CN1CCc2ccccc2C1)c1cccs1	i
74	Cc1ccccc1N1C(=O)NC(=O)/C(=C\c2cc(Br)c(N3CCOCC3)o2)C1=O	i
83	O=C(Nc1ccc(=O)n2c1[C@@H]1C[C@@H](CN(C(=O)c3ccc(F)cc3)C1)C2)c1cncnc1	i
80	CCOC(=O)c1nc2ccccc2c(=O)n1-c1cc(Cl)cc(Cl)c1	?

(further entries)
no.	canonical_smiles	ST2 inh
85	NC(N)=NOCC[C@H](N)C(=O)O	i
86	FC1(F)Oc2cccc(C3NCCc4[nH]cnc43)c2O1 (stereo not drawn)	i
87	CC1CCN(C[C@H]2CN3CC[C@H]2C[C@@H]3CNC(=S)NCCN2CCOCC2)CC1	i
88	Cc1ccc2c(c1)N(CCC(=O)N1CCC3(CC1)OCCO3)C(=O)CO2	i
89	Cc1ccc(C(=O)NC[C@H]2C[C@@H]3CCN2C[C@@H]3c2cc(-c3ccco3)nc(C)n2)cc1	?
90	Cc1ccc(CN2CCN(c3ccccc3C)CC2)cc1	?
91	O=C(N1CCc2ccccc2C1)C(Cl)(Cl)Cl	i
92	CC(C)n1ccnc1CN1CCC2(CC1)C(=O)N(C)c1ccccc12	?
93	O=[N+]([O-])c1ccc(CN2CCN(c3ccccc3)CC2)cc1	?
94	COc1ccc(C(=O)N2CCCC2=O)cc1	?
95	Cc1ccc(CN2[C@@H]3CC[C@H]2CN(C)C(=O)C3)s1	i
96	CC[C@H]1CN2CC[C@H]1C[C@@H]2CNC(=O)Nc1cc(OC)cc(OC)c1	i

(further entries)
no.	canonical_smiles	ST2 inh
97	CC[C@H]1CN2CC[C@H]1C[C@@H]2CNC(=O)Nc1ccccc1	?
98	Cn1cncc1-c1cccc2c1CCNC2	i
99	Cn1nc(-c2cccc3c2CCNC3)c2cc(F)ccc21	i
100	COc1ccc(-c2cc([C@H]3CN4CC[C@H]3C[C@@H]4CNC(=O)c3ccco3)n(C)n2)cc1	?
101	O=S(=O)(NC[C@H]1C[C@@H]2CCN1C[C@@H]2CN1CCN(c2ccccc2)CC1)c1ccccc1	i
102	O=C(c1ccc2c(Cl)c3c(nc2c1)CCCC3)N1CCC2(CC1)OCCO2	i
103	C#C[C@H]1CN2CC[C@H]1C[C@@H]2CNC(=S)Nc1ccc(F)cc1	i
104	C=C(CO)[C@H]1Cc2c(ccc3c2O[C@@H]2COc4cc(OC)c(OC)cc4[C@]2(O)C3=O)O1	i
105	COCCNC(=O)Cn1cc(/C=C2\C(=O)NC(=O)N(c3ccccc3F)C2=O)c2ccccc21	i
106	CCNC(=O)NC[C@H]1C[C@@H]2CCN1C[C@@H]2c1cc(-c2ccc(OC)c(OC)c2)nc(C)n1	?
107	C=C[C@H]1CN2CC[C@H]1C[C@@H]2CNS(=O)(=O)c1cccc2cccnc12	i
108	O=c1[nH]c2ccccc2c(=O)n1-c1cccc(Cl)c1	i

New compounds follow
no.	canonical_smiles	ST2 inh
109	C[C@]12N[C@H](Cc3ccccc31)c1ccccc12	i
110	C=CC1CN2CCC1CC2[C@H](O)c1ccnc2ccccc12 (stereo partly drawn)	i
111	CC(C)CC(NP(=O)(O)O[C@@H]1O[C@@H](C)[C@H](O)[C@@H](O)[C@H]1O)C(=O)NC(Cc1c[nH]c2ccccc12)C(=O)O (stereo partly drawn)	i
112	CC1CCN(C[C@H]2CN3CC[C@H]2C[C@@H]3CNC(=O)c2ccc(N(C)C)cc2)CC1	?
113	O=C1CCCN1CC#CCN1CCCC1	?
114	CN1CCN(Cc2ccccc2OC2CCCC2)CC1CCO (stereo not drawn)	?
115	CSCC(=O)N1C[C@@H]2C[C@H](C1)c1c(-c3ccc(NC(C)=O)cc3)ccc(=O)n1C2	i
116	CCOC(=O)C(C)Oc1cc(C)cc2oc(=O)c3c(c12)CCCC3 (stereo not drawn)	?
117	CN(C)Cc1cn(C[C@H]2C[C@@H]3CCN2C[C@@H]3C(=O)Nc2nccs2)nn1	i
118	CCN(CC)c1ncnc2sc3c(c12)CCC(C#N)(c1ccccc1)C3 (stereo not drawn)	i
119	O=c1c2ccccc2nc(/C=C/c2ccc(Br)cc2)n1-c1ccccn1	i
120	COc1ccccc1CCNCc1ccc2c(c1)OCO2	i
121	O=C(NC1CCCCC1)N1C[C@@H]2C[C@H](C1)c1ccc(-c3cc4ccccc4s3)c(=O)n1C2	i
122	O=C(NC(=O)C(Cl)(Cl)Cl)NC1CCCC1	i

Laid out differently: results already given
111: CC(C)CC(NP(=O)(O)O[C@@H]1O[C@@H](C)[C@H](O)[C@@H](O)[C@H]1O)C(=O)NC(Cc1c[nH]c2ccccc12)C(=O)O (stereo partly drawn)
- ST2 inh: i

112: CC1CCN(C[C@H]2CN3CC[C@H]2C[C@@H]3CNC(=O)c2ccc(N(C)C)cc2)CC1
- ST2 inh: ?

Some of the compounds tested (hit frequency here may not be typical).
